SV40 large T antigen: SV40 large T antigen inhibitors, biochemical (AID 1903) | SV40 large T antigen ATPase/helicase inhibition assay; higher % means a stronger effect | inhibition, % at 20 µM, or IC50 in µM where a hit was titrated | 0.39% of 310,000 active; in the data active = a potency from the dose series; inconclusive = inhibition mostly from about 32% at the one dose, without a potency; inactive = the rest, 99 in 100 with inhibition below about 32%; note: strong numbers were not always called active
UTI89 phage lysis: inhibition of K1F phage lysis, E. coli UTI89, bacterial capsule biogenesis inhibitors, alamar blue (AID 488966); E. coli UTI89 K1F phage lysis, alamar blue, 2 h; higher % means a stronger effect; one-dose inhibition, % at 100 µM; IC50 in µM for titrated hits; 0.02% of 340,000 active;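 active = phage lysis inhibition, versus mean bacterial control, above a set limit; inconclusive = no clear call, values can overlap the other calls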;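 note: capsule biogenesis inhibitors block K1F phage lysis so surviving cells raise fluorescence; higher fluorescence means more inhibition of phage lysis; actives were called in the ten point dose series up to 300 µM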
West Nile virus CPE: West Nile virus antiviral activity, cell-based, CPE readout (AID 1621); West Nile virus-infected cells, CPE inhibition; higher % means a stronger effect; CPE inhibition, % at 10 µM; hits with a dose series show IC50 in µM; 0.02% of 290,000 active; in the data active = a potency from the dose series; inconclusive = CPE inhibition mostly from about 3.7% at the one dose, without a potency; inactive = the rest, 99 in 100 with CPE inhibition below about 2.2%; note: strong numbers were not always called active
CSM14.1 death rescue: rescue of cells from ER stress-induced death, primary screen, 384-well, CSM14.1, thapsigargin, ATP luminescence (AID 1222). CSM14.1 thapsigargin-induced death rescue, ATP luminescence; higher % means a stronger effect. cellular ATP content (survival), % at 20 µM; hits with a dose series show EC50 in µM. 190,000 tested, under 10 active;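 active = EC50 below 50 µM in the dose-response confirmation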;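 note: death triggered by thapsigargin at about 15 µM added after 2 h compound pretreatment; cell ATP read after overnight thapsigargin exposure of roughly 18 to 22 hours; normalized against plate controls of thapsigargin alone and 5% DMSO vehicle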
RSV antiviral HEp-2: RSV antiviral activity via CPE protection, HEp-2 cells, primary 10 µM value included (AID 2391); HEp-2 cells, RSV-induced CPE inhibition; higher % means a stronger effect; one-dose CPE inhibition, % at 10 µM; IC50 in µM for titrated hits; 0.13% of 310,000 active; in the data active = a potency from the dose series; inconclusive = CPE inhibition mostly from about 23% at the one dose, without a potency; inactive = the rest, 99 in 100 with CPE inhibition below about 21%; note: strong numbers were not always called active
WT yeast gro inh: growth inhibition of WT strain, primary screen, mitochondrial fusion inhibitor project, WT and mutant strains, chemical genetic | mitochondrial fusion phenotypic screen | inhibition, % at 10 µM | 2.1% of 190,000 active | AID 1362, 2008; in the data active = inhibition above about 58%; tested in S. cerevisiae
Dengue-2 NS5 capping: Dengue-2 NS5 methyltransferase inhibitors, primary screen, biochemical, confirmation dose response (AID 588689); Genome polyprotein (Dengue virus type 2 (strain 16681-PDK53)); Dengue-2 NS5 methyltransferase capping enzyme assay, biochemical; higher % means a stronger effect; one-dose inhibition, % at 25 µM; IC50 in µM for titrated hits; 0.3% of 340,000 active; in the data active = a potency from the dose series; inconclusive = inhibition above about 29% without an active follow-up result
Yfh1-depleted yeast: enhancers of respiration in Yfh1-depleted yeast, dose response, Friedreich's ataxia, plus single-dose screen (AID 1465); S. cerevisiae Yfh1-off respiration, WST-1 reduction, 72 h; higher fold induction means a stronger effect; 0.074% of 220,000 active; one-dose fold induction at 50 µM; EC50 in µM for titrated hits;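 active = fold induction of absorbance versus untreated yeast above a set limit, then at least 30% activation at any dose in follow-up; inconclusive = repeats straddling the limit, or above it without dose testing; inactive = fold induction below the set limit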;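 note: activators that raise dye reduction in frataxin-depleted yeast; strong numbers were not always called active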
XIAP antagonists: XIAP antagonists, biochemical, IAP family, fluorescence polarization (AID 1018); displacement, % at 20 µM, or IC50 in µM where a hit was titrated; 0.007% of 200,000 active; XIAP BIR domain, fluorescence polarization peptide displacement; higher % means a stronger effect; E3 ubiquitin-protein ligase XIAP (Homo sapiens); in the data active = displacement above about 50%; note: a part of the inactive calls stands beside numbers as strong as those of hits
WT yeast gro inh mutant strain: recorded beside WT yeast gro inh, whose call it bears; inhibition, %; mitochondrial fusion phenotypic screen, mutant strain inhibition
Dengue-2 NS5 capping pilot replicate: also measured in Dengue-2 NS5 capping; calls as there; inhibition, %; measured here: pilot screen replicate inhibition
* hit, by the source's call; i = inactive; ? = inconclusive; . = not tested or not shown; [ ] = remark or other dose.

SMILES | SV40 large T antigen | UTI89 phage lysis | West Nile virus CPE | CSM14.1 death rescue | RSV antiviral HEp-2 | WT yeast gro inh | WT yeast gro inh mutant strain | Dengue-2 NS5 capping | Yfh1-depleted yeast | XIAP antagonists | others
COC(=O)CSc1nc(C)c(C(C)=O)cc1C#N | -2% | -0.1% | -0.3% | -1.3% | 5.5% | -5 | -13 | -2% | i | -6.8%
S=C(NCC1CCCO1)N1CCN(c2cccc(Cl)c2)CC1 (stereo unspecified) | 12% | -1.7% | -1.5% | -1.4% | 7.3% | 5 | -14 | -8% | i | -5.2%
CCN(CC(=O)Nc1c(F)cccc1F)C(=O)C1CC(=O)N(CCc2ccccc2)C1 (stereo unspecified) | 10% | 1.6%[50 µM] | . | . | -0.9% | . | . | 5% | . | .
O=C(Oc1ccc2c(=O)c(Oc3ccc4ccccc4c3)coc2c1)c1cncc(Br)c1 | 1% | -0.3% | 0.4% | -1.6% | 4.6% | -4 | 2 | 2% | i | -4.6%
CC(=O)CSc1nc(N(C)C)nc(N(C)C)n1 | 11% | -0.2% | -0.5% | 1.3% | 2.3% | 1 | 7 | -3% | i | -2.9%
Oc1ccccc1-c1nc(NCc2ccco2)c2ccccc2n1 | -4% | 0.0% | 1.1% | -2.1% | 0.4% | 5 | 5 | -8% | i | -21% | Dengue-2 NS5 capping pilot replicate=-3.3
Cc1ccc(C(=O)Nc2ccc(NC(=O)c3ccc(C)o3)cc2)o1 | 2% | 0.6% | -0.6% | . | 0.6% | . | . | -4% | . | .
Cc1c(NC(=O)C(C)OC(=O)COc2ccccc2)c(=O)n(-c2ccccc2)n1C (stereo unspecified) | 10% | 0.0% | 0.1% | -1.1% | 0.1% | -18 | 9 | -5% | i | -13%
NC(=O)CSc1nnc(-c2ccncc2)n1-c1ccc(Cl)cc1 | -3% | 0.4% | -0.1% | 1.6% | 1.0% | 8 | 8 | -6% | i | -0.8%
CC1=Nc2ccccc2N=C(NC(=O)c2ccccc2)C1c1ccccc1 (stereo unspecified) | 8% | 2.8% | -1.0% | -1.5% | 7.9% | 12 | 8 | -7% | i | -5.9%
CC1CCCC(C)N1CCCNC(=O)c1ccc2nc(N3CCCCC3)sc2c1 (stereo unspecified) | . | 0.5% | 0.1% | . | 0.9% | . | . | -3% | . | .
CCc1nnc(SCc2ccc(CSc3nnc(CC)n3N)cc2)n1N | 3% | -0.6% | 0.1% | -2.8% | . | 5 | 17 | -9% | i | -4.3%
Cc1ccc2nc(-c3cccnc3)c(NC3CCCCC3)n2c1 | 4% | 1.2%[50 µM] | -0.5% | -3.0% | 1.1% | 12 | 5 | 3% | i | 0.0%
CCc1ccc(/C=C2\Oc3c(ccc(O)c3CN3CCN(C)CC3)C2=O)cc1 | 13% | 0.1% | 0.3% | . | -0.8% | . | . | -9% | i | .
CCCC(=O)N1c2ccc(-c3csc(N)n3)cc2CC1C (stereo unspecified) | 23% | 2.1% | 0.6% | -3.4% | 3.1% | 22 | 24 | -1% | i | -4.0%
Cn1c(-c2cccc(Br)c2)cnc1NCc1ccccc1O | -3% | 1.1% | -1.9% | . | 3.7% | . | . | -2% | . | .
O=C(Nc1ccc(Cl)cc1C(F)(F)F)c1ccccc1 | -3% | -0.4%[50 µM] | 0.7% | 0.7% | 1.1% | -7 | 16 | -4% | i | -4.9%
COc1ccccc1C(=O)n1nc(C)cc1C | 2% | 2.2% | 0.1% | 0.3% | 1.0% | 3 | 3 | -5% | i | -3.0%
Cc1cc(C(=O)Nc2ccc(N3CCOCC3)c3nonc23)ccc1[N+](=O)[O-] | 21% | 0.1% | 0.7% | . | 1.2% | . | . | 0% | . | .
CC(C)c1cc(C(=O)N2CCCC(Nc3ccc(F)cc3)C2)n[nH]1 (stereo unspecified) | 21% | 0.2% | -0.8% | . | 1.2% | . | . | -7% | . | .
CCNC(=O)COc1ccc(F)cc1C(=O)c1cnn(-c2ccccc2)c1 | -5% | 0.2% | -0.7% | . | 0.2% | . | . | -7% | . | .
O=C1Nc2ccccc2C(=O)N2[C@H](c3ccc(F)cc3)[C@@H]3C(=O)N(Cc4ccccc4)C(=O)[C@@H]3[C@H]12 | 6% | -0.1% | -1.4% | . | -0.2% | . | . | -6% | . | .
Nn1c(SCC(=O)Nc2ccc(F)cc2)nnc1-c1cccnc1 | 9% | 0.8% | -0.1% | -0.5% | 3.1% | 1 | -9 | -15% | i | -10% | Dengue-2 NS5 capping pilot replicate=1.7
Cc1nc(NC(=O)c2ccccc2)sc1C1(C)CC(c2c(Cl)cccc2Cl)=NO1 (stereo unspecified) | . | 4.1% | -0.2% | . | . | . | . | -3% | i | .
CCN1CCN(C(=S)Nc2sc(C)c(-c3ccccc3)c2C(=O)OC)CC1 | 7% | 0.0% | 0.1% | . | 10% | . | . | -9% | . | .
Cc1cccc(CCNc2nc3ccccc3n3nnnc23)c1 | 0% | 0.8% | 0.4% | 0.3% | 1.3% | 5 | -20 | -17% | i | -1.8%
COc1ccccc1C(=O)COC(=O)CCCN=C1NS(=O)(=O)c2ccccc21 | 11% | 1.7%[50 µM] | . | . | -0.5% | . | . | 4% | . | .
CN(C)C(=O)CCC(=O)N1CCCCC1C(=O)Nc1ccc(Oc2ccccc2F)cc1 (stereo unspecified) | 6% | 0.0% | 0.8% | . | 1.6% | . | . | -4% | . | . | Dengue-2 NS5 capping pilot replicate=-5.2
Cc1cc(-c2ccccc2)nc(N(C)NC(=O)c2cccc(C(F)(F)F)c2)c1S(C)(=O)=O | 3% | -0.1% | 0.1% | -0.9% | 1.3% | -4 | 2 | 8% | i | -6.0%
CNC(=O)C(=O)Nc1nc(C23CC4CC(CC(C4)C2)C3)cs1 | 24% | -0.4% | 1.4% | -0.5% | -0.7% | -4 | -7 | . | i | 1.7%
CCc1ccc(-c2csc(NC(=O)c3cccnc3)n2)cc1 | 13% | 1.6%[50 µM] | -1.2% | -1.8% | 0.6% | 7 | -17 | -4% | i | -3.1%
CSCCC(=O)N1CC[C@@H](N2CCN(c3ccccc3F)CC2)[C@H](O)C1 | 3% | 0.1% | -1.1% | . | 0.4% | . | . | -5% | . | . | Dengue-2 NS5 capping pilot replicate=1.5
CC1=NN(c2ccc(Cl)cc2)C(=O)C1C(c1cccc(O)c1)c1c(C)[nH]n(-c2ccc(Cl)cc2)c1=O (stereo unspecified) | 16% | 8.6%[50 µM] | -1.8% | -0.6% | 0.8% | 8 | 12 | ? | i | -7.6%
CN(C1CCCCC1)S(=O)(=O)c1cccc(C#N)c1 | 7% | -0.7% | -0.6% | 0.7% | 4.0% | 9 | 9 | -7% | i | -7.6%
CCCN1C2=NCCCN2c2ccccc21 | 3% | 0.3% | -0.4% | 2.8% | -1.4% | 5 | 7 | -2% | i | 2.2%
CCC(CO)NCc1ccc(Br)cc1 (stereo unspecified) | 2% | -0.1% | -0.4% | -0.7% | 1.0% | -26 | -5 | -5% | i | -1.9%

Random excerpt: three records from the list, in no set order.
SMILES | SV40 large T antigen | UTI89 phage lysis | West Nile virus CPE | CSM14.1 death rescue | RSV antiviral HEp-2 | WT yeast gro inh | WT yeast gro inh mutant strain | Dengue-2 NS5 capping | Yfh1-depleted yeast | XIAP antagonists | others
CN(C)C(=O)CCC(=O)N1CCCCC1C(=O)Nc1ccc(Oc2ccccc2F)cc1 (stereo unspecified) | 6% | 0.0% | 0.8% | . | 1.6% | . | . | -4% | . | . | Dengue-2 NS5 capping pilot replicate=-5.2
CN(C1CCCCC1)S(=O)(=O)c1cccc(C#N)c1 | 7% | -0.7% | -0.6% | 0.7% | 4.0% | 9 | 9 | -7% | i | -7.6%
CCC(CO)NCc1ccc(Br)cc1 (stereo unspecified) | 2% | -0.1% | -0.4% | -0.7% | 1.0% | -26 | -5 | -5% | i | -1.9%

(continued)
SMILES | SV40 large T antigen | UTI89 phage lysis | West Nile virus CPE | CSM14.1 death rescue | RSV antiviral HEp-2 | WT yeast gro inh | WT yeast gro inh mutant strain | Dengue-2 NS5 capping | Yfh1-depleted yeast | XIAP antagonists | others
O=C(CNC(=O)c1ccccc1C(F)(F)F)N/N=C/c1cccs1 | 17% | 0.6% | -0.3% | . | 2.9% | . | . | 4% | . | .
CCC(C)NC(=O)CSc1nnc(-c2cc(OC)c(OC)c(OC)c2)c(-c2cc(OC)c(OC)c(OC)c2)n1 (stereo unspecified) | 12% | -0.2% | 1.3% | . | 0.8% | . | . | -4% | . | .
COc1ccccc1NC(=O)CSc1nccn1Cc1ccccc1 | 2% | -0.2% | -0.5% | . | 10% | . | . | -3% | . | .
CC1CCCC(C)N1CCCNC(=O)c1cc2c(s1)-c1ccccc1OC2 (stereo unspecified) | 11% | 0.6% | 19µM* | . | 45% | . | . | 1% | . | .
CC(=O)c1cccc(NS(C)(=O)=O)c1 | 4% | 0.5% | . | 5.1% | 0.6% | -2 | -1 | . | i | 2.2%
CCOc1ccc(CN(C)C(=O)c2ccc(NS(=O)(=O)c3ccc4[nH]c(=O)[nH]c4c3)cc2)cc1 | 9% | -0.3%[50 µM] | . | . | -0.4% | . | . | -4% | . | .
Cc1ccc(-c2cc(-c3ccccc3)nc(N/N=C/c3cccnc3)n2)cc1 | . | 2.1% | 0.7% | . | -2.1% | . | . | -5% | i | .
Cc1ccc(C(C(=O)NC2CCCCC2)N(CC2CCCO2)C(=O)CCCC(=O)Nc2ccccn2)cc1 (stereo unspecified) | 1% | -0.2% | -0.4% | . | 1.9% | . | . | -12% | . | .
CC(C)Sc1nnc([C@H](Cc2c[nH]c3ccccc23)NC(=O)OC(C)(C)C)o1 | -2% | 0.0% | -1.0% | -2.9% | 0.2% | 21 | -12 | -8% | i | -9.1% | Dengue-2 NS5 capping pilot replicate=1.5
CCOC(=O)C1C(c2ccccc2)C(C(=O)OCC)C1c1ccccc1 (stereo unspecified) | -6% | 4.8% | -0.4% | 0.7% | 0.2% | -2 | -6 | -5% | i | -1.6%
CCCc1cc(=O)c2c(O)cccc2o1 | 10% | 0.8% | -0.1% | . | 0.7% | . | . | -3% | i | .
CC(=O)NC1(C(F)(F)F)NC(=O)N(c2ccc(F)cc2)C1=O (stereo unspecified) | 7% | 0.6% | 0.3% | -0.4% | 2.6% | -17 | -1 | 6% | i | -3.2%
Cc1ccc(-n2nc3c(c2NC(=O)C2CC2)CS(=O)(=O)C3)cc1 | 16% | 0.2% | 0.4% | . | -0.1% | . | . | -2% | . | .
Cc1cc(NC(=O)CSc2nnc(-c3c[nH]c4ccccc34)n2-c2ccc(F)cc2)no1 | 7% | 4.6% | -0.1% | -1.0% | 4.3% | 1 | 6 | 0% | i | -2.1%
COc1ccc(Cc2nnc(NC(=O)c3cccs3)s2)cc1 | 23% | -0.3% | 0.2% | 1.7% | -0.9% | 13 | 6 | 7% | i | -0.9%

Assay outcomes: PubChem, several laboratories
